# Assay outcomes (PubChem BioAssay)
# MC4R antagonist – antagonists of human melanocortin 4 receptor (MC4R) | MC4R-expressing cells, MTII-stimulated cAMP, LANCE TR-FRET | inhibition, % at 6.5 µM | 360,000 tested, 0.48% active | AID 540295;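 active = inhibition above its plate's cutoff, the mean of tested wells on that plate plus 3 SD, cut at about 29% in these data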;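 note: 0% = Melanotan II alone and 100% = Melanotan II plus saturating MCL0020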
# Target sequence (P32245 whole entry, looked up): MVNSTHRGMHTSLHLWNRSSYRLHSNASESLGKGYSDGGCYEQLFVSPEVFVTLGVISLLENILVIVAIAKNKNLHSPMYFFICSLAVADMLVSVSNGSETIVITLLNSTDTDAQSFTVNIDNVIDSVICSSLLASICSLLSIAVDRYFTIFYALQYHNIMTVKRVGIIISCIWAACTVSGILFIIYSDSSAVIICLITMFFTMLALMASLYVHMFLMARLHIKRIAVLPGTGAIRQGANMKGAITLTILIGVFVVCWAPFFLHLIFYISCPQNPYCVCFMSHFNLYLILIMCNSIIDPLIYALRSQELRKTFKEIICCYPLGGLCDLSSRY
#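 material = U2OS cells stably expressing human melanocortin 4 receptor (MC4R) | also added = Melanotan II challenge | dosing = single nominal compound dose of 6.5 µM | detection = TR-FRET with Eu-cAMP and labeled anti-cAMP, 671 nm | replication = singlicate | timing = compound 30 min, challenge 1 h, detection 1 h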
# ABHD5 PLIN5 PPI – blocks binding of human ABHD5 to perilipin-5 | Q00G26+Q8WTS1 | Split G. princeps luciferase complementation, luminescence, 4 h | inhibition, % at 4 µM | 360,000 tested, 0.78% active | AID 602281;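 active = inhibition above the mean inhibition across every tested compound plus 3 SD, cut at about 22% in these data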;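 note: 0% = DMSO only wells and the 100% control is not disclosed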
# aDG glyco up – increases alpha dystroglycan glycosylation. 360,000 tested, 0.22% active. activation, % at 10 µM. Pro5-aDG cells, alpha-DG glycosylation AlphaScreen (IIH6); 0% Pro5, 100% B10-LARGE cell signal. AID 624168;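 active = activation of at least 8% versus controls, or a plate z-score of at least 8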;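 note: Pro5 are CHO cells carrying HIG-tagged alpha-DG that lacks glycosylation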
# Granule exo inh – blocks lytic granule exocytosis. inhibition, % at 10 µM. TALL-104 LAMP-1 surface exposure, flow cytometry; cells stimulated with thapsigargin and PMA. 360,000 tested, 0.66% active;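 active = inhibition above about 55%, limit read from the data; inconclusive = no clear call, values can overlap the other calls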
# Glyco luc inh – N-linked glycosylation inhibition; D54 ERlucT glycosylation luciferase reporter, 24 h; percent of 100 nM tunicamycin response; reporter increase, % at 12.5 µM; 360,000 tested, 0.23% active;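 active = mean luciferase reporter signal, scaled so untreated is 0 and the glycosylation-blocking control 100, at or above a set limit in every replicate; inconclusive = mean reaches the limit but not every replicate does; inactive = mean below the limit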;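 note: luciferase carries N-glycosylation sites so blocking glycosylation raises the light; 0% = median of neutral control wells and 100% = median of 100 nM tunicamycin wells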
# MC4R barr agon – human MC4R agonism via beta-arrestin; P32245; U2OS MC4R beta-arrestin complementation, luminescence; percent of melanotan II response, DMSO zero; activation, % at 8.9 µM; AID 540308; 360,000 tested, 0.98% active;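 active = activation above a per-plate cutoff, the mean activation of sample wells on that plate plus 3 SD, cut at about 8% in these data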
# NOD2 RIPK2 PPI – NOD2-RIPK2 protein interaction inhibition; AID 624267; CHO BLA complementation NOD2-RIPK2, CCF4 ratio; inhibition, % at 4.98 µM; 360,000 tested, 0.38% active; in the data active = inhibition above about 21%;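 note: 0% = vehicle only and 100% = reference blocker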
# Target sequence (O43353 whole entry, looked up): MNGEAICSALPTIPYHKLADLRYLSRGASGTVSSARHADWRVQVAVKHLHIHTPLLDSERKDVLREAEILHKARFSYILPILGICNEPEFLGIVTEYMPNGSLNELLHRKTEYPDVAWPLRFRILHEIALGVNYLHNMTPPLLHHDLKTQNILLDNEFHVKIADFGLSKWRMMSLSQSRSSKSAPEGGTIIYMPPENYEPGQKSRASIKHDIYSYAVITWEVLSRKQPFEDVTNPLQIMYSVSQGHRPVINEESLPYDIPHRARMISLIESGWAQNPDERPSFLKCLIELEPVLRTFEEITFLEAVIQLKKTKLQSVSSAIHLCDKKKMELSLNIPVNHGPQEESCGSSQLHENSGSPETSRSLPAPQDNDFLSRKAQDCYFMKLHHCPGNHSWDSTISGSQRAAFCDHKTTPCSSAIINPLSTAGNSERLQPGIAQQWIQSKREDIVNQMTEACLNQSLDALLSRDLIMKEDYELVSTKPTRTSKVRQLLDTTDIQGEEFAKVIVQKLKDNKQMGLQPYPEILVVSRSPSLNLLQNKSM
# Vif imaging – HIV Vif inhibition | HEK293T cells, Vif self-association by quenched fluorescence, imaging, 24 h | inhibition, % at 7.49 µM | 340,000 tested, 0.35% active | AID 602346; in the data active = inhibition above about 50%, passing the limit was not always enough; inconclusive = no clear call, values can overlap the other calls; inactive = below about 31%; note: some results filed as inactive read as strong as hits
# TLR9-MyD88 block – inhibitors of human TLR9-MyD88 binding | CHO BLA complementation TLR9-MyD88, CCF4 FRET ratio | inhibition, % at 4.98 µM | 340,000 tested, 0.21% active;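 active = inhibition above the mean over all tested compounds plus 3 SD, cut at about 21% in these data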;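 note: 0% = DMSO only wells and 100% = clavulanate BLA inhibitor control wells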
# ABCB6 inh 2 – blocks the human ABCB6 transporter; Q9NP58; 360,000 tested, 0.19% active; AID 602162; K562-ABCB6 porphyrin accumulation, flow cytometry, 1 h; active compounds read low; fluorescence ratio to DMSO, % at 10 µM;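 active = fluorescence ratio to DMSO below 75%, the collection mean minus 3 SD; inconclusive = too few cells collected in the well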;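 note: signal is porphyrin accumulated inside mitochondria; 100% equals median channel fluorescence of DMSO control wells; lower ratio means ABCB6 inhibition with less porphyrin fluorescence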
# * = called active by the depositor; ? = inconclusive; . = no result given. Not all compounds are listed; the hit share may differ from the screen's.
SMILES,MC4R antagonist,ABHD5 PLIN5 PPI,aDG glyco up,Granule exo inh,Glyco luc inh,MC4R barr agon,NOD2 RIPK2 PPI,Vif imaging,TLR9-MyD88 block,ABCB6 inh 2
CCc1nc2c(OCCC3CCCCC3)cccn2c1N(C)C(=O)c1ccc(C)cc1,14,-2,0.4,-3,0,-0.2,0,-5,.,98
Cc1c(C=O)c(Cl)n(C)c(=O)c1C#N,2,-5,0.0,-2,3,-0.9,-6,4,-2,99
CCN1C(=O)c2ccc(C(=O)NCc3ccc4c(c3)OCO4)cc2C1=O,-6,4,-0.1,5,-3,-0.7,-3,0,-5,102
CCCCC1CCC(c2nc(-c3cccnc3)no2)CC1 (stereo not given),-9,-4,0.4,2,2,-0.2,9,-8,-6,99
Cc1cnc(C(=O)OCC(=O)Nc2ccc(C)c(S(=O)(=O)N3CCOCC3)c2)cn1,-1,5,-0.2,4,2,-0.6,-16,0,9,99
O=C(NCCN1CCOCC1)c1cc2c(=O)n3ccccc3nc2n1Cc1ccccc1,2,1,0.1,-1,2,-1.0,-9,?,-4,101
CC(=O)C(Sc1nnnn1-c1ccccc1)C(C)=O,1,-1,0.0,-1,2,0.8,-1,1,14,96
C/C(CC(=O)Nc1cc(Cl)ccc1Cl)=N\NC(N)=S,7,16,2.4,1,-1,-0.2,-9,-1,2,98
COC[C@H]1CCCN1c1ccc2c(c1)O[C@H](COCc1ccccc1)CN([C@H](C)c1ccccc1)S2(=O)=O,.,3,0.0,-5,.,.,-5,.,.,96
C=CCOC(=O)C1=C(C)NC(=O)NC1c1ccc(Cl)cc1 (stereo not given),-5,9,-0.3,-1,1,1.9,9,0,4,103
C#CC(C)(C)NC(=O)c1ccc(-c2ccccc2F)cc1,15,-1,0.1,8,0,-0.3,-2,-9,3,102
CCCCc1nc2sc3c(c2c(=O)[nH]1)CC(C)(C)OC3,10,9,-0.1,0,2,0.0,-2,-18,4,97
CN1OC[C@@H]2CN(C(=O)CCc3ccccc3)[C@H](c3cccc(-c4ccccc4)c3)C[C@@H]21,2,4,0.1,0,0,-1.8,8,0,-10,98
O=C(COC(=O)c1ccc(NS(=O)(=O)c2cccs2)cc1)NCc1ccco1,-20,7,0.0,1,6,-0.5,4,14,-3,95
Cc1cnc(C(=O)Nc2cccc3cccnc23)cn1,1,-5,-0.2,-7,4,-2.9,-9,10,6,95
CCn1c(CNC(=O)c2ccccc2F)nnc1SCCOc1ccccc1,6,-1,0.0,-7,-3,-0.5,9,-1,8,91
O=C(Nc1nc2cc3c(cc2s1)OCO3)C1=COCCO1,-7,5,-0.1,3,-20,0.8,-7,-5,-2,97
CN(CCNC(=O)C1CCN(S(=O)(=O)N2CCOCC2)CC1)CCc1ccccc1,0,0,0.2,5,1,-0.8,-3,2,-17,115
Cc1ccccc1CC(=O)Nc1ccc(S(=O)(=O)N2CCOCC2)cc1,0,-14,0.0,0,1,-2.2,-7,-6,4,94
CSc1ccc(CN(C)C(C)C(=O)NCc2ccccc2)cc1 (stereo not given),4,-2,-0.1,0,-3,-2.1,6,-3,-4,95
Cc1ccc2nc(C(=O)N3CCCC(Nc4ccc(F)cc4)C3)cn2c1 (stereo not given),-1,3,0.1,-5,2,0.1,-6,1,-9,106
CC1CCCCN1Cc1c(O)ccc2c(=O)c(-c3ccc(Br)cc3)coc12 (stereo not given),5,5,0.3,8,-1,-0.7,-2,-18,4,96
COc1ccc(CNC(=O)c2cc(S(=O)(=O)N3CCCCC3)ccc2N2CCOCC2)cc1OC,3,-2,-0.4,-2,0,0.1,0,-1,6,98
COCCNc1ncnc2c1cnn2Cc1ccc(Cl)cc1,9,4,-0.3,-4,0,0.7,-23,-11,-9,105
N#CCCN(C(=O)c1cc2c(s1)-c1ccccc1S(=O)(=O)C2)c1ccccc1,13,-3,-0.8,6,-3,0.6,-2,-1,-8,102

# New compounds follow
SMILES,MC4R antagonist,ABHD5 PLIN5 PPI,aDG glyco up,Granule exo inh,Glyco luc inh,MC4R barr agon,NOD2 RIPK2 PPI,Vif imaging,TLR9-MyD88 block,ABCB6 inh 2
O=c1c2ccccc2nc(SCCN2CCOCC2)n1CCc1ccccc1,7,-3,0.1,-6,0,0.4,0,-2,-5,95
CCN(C[C@H]1N[C@@](C)(C(=O)OC)[C@H]2C(=O)N(C)C(=O)[C@@H]12)C(=O)c1ccc(C)cc1,-4,-8,1.2,-1,1,0.6,-9,3,1,90
CCS(=O)(=O)N1Cc2ccccc2CC1C(=O)Nc1nc2ccccc2[nH]1 (stereo not given),4,-4,-0.1,2,-13,-1.9,3,-3,1,96
COc1c(O)c(=O)n2c3ccccc3c3ccnc1c32,5,0,-0.2,-3,3,-1.3,26*,-1,18,106
O=C(Nc1nc2cc3c(cc2s1)OCCO3)C1CCCCC1,7,-4,0.1,9,-17,-4.1,12,-8,-5,91
COc1ccccc1-c1csc(C(O)c2ccccc2)n1 (stereo not given),8,3,0.0,1,0,1.2,-9,-14,.,96
COc1cccc(OC)c1C(=O)Nc1ccc(S(=O)(=O)Nc2cc(C)nc(C)n2)cc1,3,3,-0.3,2,1,0.3,-7,-2,-2,106
O=C(NNC(=O)c1ccccc1O)c1cccc(Br)c1,-2,12,0.0,-5,2,1.4,-2,5,0,97
COc1ccc2c(=O)c3c(=O)n(Cc4ccccc4)c(C(C)C)nc3oc2c1,-3,-6,0.9,15,1,-1.1,-14,-3,.,95
CC1(C)C(=O)NC(=O)N1Cc1ccccc1,4,-13,0.3,20,1,-1.2,-12,-2,1,98
CCN1CCN(c2ccc(NC(=O)c3ccc(OC)c(S(=O)(=O)N4CCCC4)c3)cc2)CC1,2,-3,0.2,0,-2,-1.5,-8,9,3,99
Cc1cc(C(=O)Cn2c(CO)nc3ccccc32)c(C)n1C,3,-1,0.0,-1,1,-1.6,-6,-12,7,100
COc1cccc(CNC(=O)COC(=O)CN(C)S(=O)(=O)c2ccc(NC(C)=O)cc2)c1,6,1,0.0,-1,1,-2.0,7,1,9,103
COc1ccc(C(=O)NC2CC2)cc1OC1CCN(Cc2ccccc2)CC1,5,-1,0.2,-7,-1,-3.4,-5,-2,-10,91
Cc1ccc(NC(=O)c2cc(C)nn2-c2ccccc2)cc1,2,5,-0.1,-3,0,-1.0,-1,.,11,97
Cc1ccccc1NC(=O)C(C)c1cccc(C(=O)c2ccccc2)c1 (stereo not given),4,-9,2.4,-1,0,1.3,-5,3,-5,100
CCOC(=O)N1CCN(C(=O)COC(=O)CN(C)S(=O)(=O)c2ccc(NC(C)=O)cc2)CC1,0,-2,-0.4,-2,0,-1.2,4,10,1,95
O=C(Cn1ccccc1=O)NCc1ccc(F)cc1,0,5,0.2,?,1,2.2,2,4,-2,95
COc1ccccc1-n1c(SCC(=O)NCC2CCCO2)nc2c([nH]c3ccccc32)c1=O (stereo not given),3,-2,0.2,21,0,-8.5,9,-4,-7,96
CC(=O)Nc1ccc(S(=O)(=O)Nc2nc3ccccc3nc2N2CCOCC2)cc1,12,-2,0.7,-10,1,-0.9,-25,8,-5,95
O=C(CN1C(=O)CCC1=O)NCC12CC3CC(CC(C3)C1)C2,6,-7,0.1,2,4,-1.8,-13,14,-7,88
CCOC(=O)C1NN=C(C(=O)c2ccccc2)C1c1ccccc1 (stereo not given),13,-2,0.0,-29,0,-2.3,2,6,-10,103
O=C(NCCNC(=O)C(F)(F)F)c1ccncc1,11,3,-0.3,1,4,-0.7,-1,0,-1,95
COc1ccc(COC(=O)C2CCN(S(=O)(=O)c3ccc(F)cc3)CC2)cc1,5,5,-0.2,-8,-2,1.2,-10,.,2,101
O=C(NNC(=O)c1cc(C(F)(F)F)cc(C(F)(F)F)c1)c1ccc(Cl)cc1,0,4,0.1,-1,2,3.1,-4,-8,.,100

# Going on with the list.
SMILES,MC4R antagonist,ABHD5 PLIN5 PPI,aDG glyco up,Granule exo inh,Glyco luc inh,MC4R barr agon,NOD2 RIPK2 PPI,Vif imaging,TLR9-MyD88 block,ABCB6 inh 2
Cc1ccc(S(=O)(=O)N2CCc3c2cc([N+](=O)[O-])cc3[N+](=O)[O-])cc1,14,-5,1.0,-11,0,0.4,2,-16,-5,94
COc1ccc(S(=O)(=O)N2CCCC2C(=O)NCC(=O)Nc2cccc(Cl)c2C)cc1 (stereo not given),-2,1,0.2,-3,-1,0.0,-4,-46,-1,94
CCN1CCN(C(c2cccnc2)c2cc(Cl)c3cccnc3c2O)CC1 (stereo not given),3,16,-0.1,-3,7,-2.8,-7,27,4,98
O=C(Cn1nnc(-c2ccccc2)n1)Nc1ccc2c(c1)OCO2,5,-3,-0.1,1,2,-0.8,-4,-5,-1,94
CC(=O)NCC(=O)NC(C(=O)Nc1ccc2c(c1)OCCO2)c1ccc(C)cc1 (stereo not given),9,5,0.0,2,-2,0.5,-5,1,0,95
CN(C)CCCN(C(=O)COc1ccccc1)c1nc2cc3c(cc2s1)OCCO3,3,6,-0.1,27,2,-0.7,-6,-8,6,98
Cc1ccc(CN(Cc2ccco2)C(=S)NCC(=O)O)cc1,3,-5,-0.2,1,1,-0.9,-7,-1,-6,101
O=S(=O)(c1ccc(Cl)nc1)N1CCCc2ccccc21,3,0,0.0,1,1,-1.4,-7,2,-1,95
O=C(Sc1cccc2cccnc12)c1ccccc1Br,-6,-24,-0.4,46,-13,-3.3,39*,17,24*,99
C=Cn1cc(CNC[C@H]2O[C@@H](n3cnc4c(=O)[nH]c(N)nc43)[C@H](O)[C@@H]2O)c(C)n1,.,-3,0.0,5,1,.,-6,.,.,99
Cc1ccc(NCC(=O)N/N=C/c2cc(O)ccc2[N+](=O)[O-])cc1,11,-9,0.0,-6,0,-3.2,-4,0,.,101
CN(c1ccccc1)S(=O)(=O)c1ccc(C(=O)NCc2ccc(F)cc2)cc1,2,-6,0.2,1,-1,-4.1,4,4,-5,97
CCOC(=O)Cn1c(=O)oc2cc(S(=O)(=O)N(C)Cc3ccccc3)ccc21,13,-1,-0.2,-8,-2,1.6,9,9,3,95
O=C(Cc1ccc(Br)cc1)Nc1ccc(S(=O)(=O)Nc2ncccn2)cc1,0,-12,0.2,-3,0,-1.7,0,3,-6,102
NC(=O)c1ccc2c(=O)c(O)c(-c3cc(Cl)c(N)c(Cl)c3)[nH]c2c1,-29,-5,-0.2,-17,1,1.4,38*,2,14,98
CC(C)(C)C(=O)Nc1cccc(C(=O)c2cccc(NC(=O)C(C)(C)C)c2)c1,2,-1,0.2,-13,-2,0.3,8,16,-6,91
COc1ccc(-c2cc3cc(OC)c(OC)cc3cn2)cc1,10,1,0.3,6,3,-0.4,8,-2,8,93
O=C(CCCCCNC(=O)c1ccccc1)N/N=C/c1ccc(O)cc1O,5,3,-0.1,-4,4,0.8,6,0,7,95
COc1ccc(OC)c(Nc2nc(-c3cccs3)cs2)c1,14,-28,0.2,3,0,-1.6,3,-4,-10,104
